C2C12 statin – protects C2C12 myotubes from simvastatin toxicity. ATP luminescence, 48 h; scaled: DMSO 0, geranylgeraniol control 100. rescue of ATP level, % at 7.49 µM. hit rate 0.78% among 330,000;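 active means mean ATP rescue above about 67%, or every replicate alone reaching that limit, limit read from the data, passing the limit was not always enough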;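 further: myotubes were challenged with 10 µM simvastatin during compound exposure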
Cneo AK release – Cryptococcus neoformans lysis via adenylate kinase release | C. neoformans lysis, adenylate kinase release luminescence, 4 h; normalised: neutral wells 0, clomiphene wells 100 | lysis activity, % at 15 µM | hit rate 0.2% among 360,000 | AID 651654;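 active means mean lysis activity across replicates of at least 80%, whatever share of replicates individually reach that level; inactive means mean lysis activity below 80%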
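Material: C. neoformans cells | Amount: Yeast cell density of 5 × 10^6 cells/mL | Medium: Fresh YPD growth medium | Dosing: Single dose | Times: Static 4 h at 37 °C with compound, 1 h detection | Detection: AK luminescence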
Xi reactivation – X-chromosome reactivation activator; XiGFP mouse fibroblasts, % GFP-positive cells imaging, 3 d; cells co-treated with 5-aza-dC sensitizer; scaled so ellipticine positive control = 100%; activation, % at 7.58 µM; hit rate 0.055% among 360,000;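 active means mean normalized replicate activation at least 10% and every replicate at or above 10%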;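 further: 0% = median of on-plate neutral control wells and 100% = ellipticine 6 µM median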
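Material: XiGFP fibroblasts, SV40-immortalized; Buffer or medium: DMEM containing 5-aza-dC; Compound dosing: single point; Times: 3 days compound exposure.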
S100A4 inh HTS – inhibitors of human S100A4 binding to myosin IIA peptide | inhibition, % at 10.7 µM | hit rate 0.14% among 360,000 | S100A4/TAMRA-MyoIIA peptide fluorescence polarization | P26447;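 active means mean inhibition of at least 70% across replicates, with every replicate also reaching that level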
Target sequence (P26447 whole entry, looked up): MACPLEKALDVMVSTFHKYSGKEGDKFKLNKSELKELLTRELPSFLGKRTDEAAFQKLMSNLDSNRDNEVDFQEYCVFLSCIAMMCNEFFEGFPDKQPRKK
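Material: S100A4 monomer protein / Buffer or medium: 50 mM HEPES pH 7.2, 10 mM CaCl2, 100 mM KCl / Times: 5 min incubation before reading / Benchmarks: neutral control DMSO, positive control TFP / Reagent: labelled myosin peptide probe, 5 nM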
PGC1a acetyl inh – modulators of PGC1a acetylation. U2OS PGC1a acetylation, AlphaScreen anti-acetyl-lysine; with virally co-expressed GCN5 acetyltransferase. inhibition, % at 15.6 µM. hit rate 0.17% among 350,000. AID 651687;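 active means every replicate shows inhibition of at least 40%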;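 further: 0% = neutral control wells and 100% = positive control wells; some results beyond the cut were filed as inactive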
ERAP1 HTS inh – blocks human ERAP1 aminopeptidase activity. Q9NZ08. recombinant ERAP1, Leu-AMC fluorescence, 60 min. inhibition, % at 10.7 µM. hit rate 0.15% among 340,000. AID 652197;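 active means mean replicate inhibition of at least 30%, or all replicates individually reaching that 30% level; inactive means mean below 30% and not every replicate reaching it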;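 further: 0% = neutral control wells and 100% = L-leucinethiol positive control wells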
LGR2 inh – inhibitors of bursicon-induced Drosophila LGR2 receptor cAMP signaling; inhibition, % at 9.99 µM; hit rate 0.35% among 380,000; HEK293 LGR2, CRE-luciferase, bursicon-stimulated, 4 h; AID 720647;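 active means drop in luminescence signal, shown as inhibition above about 50% in the replicate tests, limit read from the data, passing the limit was not always enough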;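 further: agonist challenge used bursicon conditioned medium at about half maximal strength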
SIRT5 block – sirtuin-5 (human) deacylase inhibition | Q9NXA8 | Purified SirT5, succinyl-peptide AMC, trypsin-coupled fluorescence | inhibition, % at 15 µM | hit rate 1.1% among 330,000 | AID 652115; in the data active means inhibition above about 15%
Target sequence (Q9NXA8 whole entry, looked up): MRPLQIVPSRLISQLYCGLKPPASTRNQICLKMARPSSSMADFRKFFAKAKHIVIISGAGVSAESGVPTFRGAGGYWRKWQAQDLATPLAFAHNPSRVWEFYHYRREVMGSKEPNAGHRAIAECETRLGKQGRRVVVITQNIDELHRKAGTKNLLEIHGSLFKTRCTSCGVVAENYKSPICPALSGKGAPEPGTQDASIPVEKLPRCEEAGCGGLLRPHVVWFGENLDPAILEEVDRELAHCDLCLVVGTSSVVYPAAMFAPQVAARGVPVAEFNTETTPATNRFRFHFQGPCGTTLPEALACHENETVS
Numbers without * were called inactive; / = not tested or not shown.

SMILES	C2C12 statin	Cneo AK release	Xi reactivation	S100A4 inh HTS	PGC1a acetyl inh	ERAP1 HTS inh	LGR2 inh	SIRT5 block
COc1ccc(NC(=O)CSc2nnnn2-c2cccc(OC)c2)cc1	-7	-1	0.3	-2	3	-2	-4	/
Cc1cc(C(=O)c2cnc(/N=C/N(C)C)s2)c(F)cc1Cl	/	/	0.3	-2	/	5	-3	-1
COc1ccc([Si](C)(C)[C@H]2[C@H](CCn3cc([C@H](O)c4ccccc4)nn3)O[C@@]3(C(=O)N(C)c4ccccc43)[C@@H]2C)cc1	/	57	/	3	/	-2	/	0
CCn1c(=O)cc(N2CCN(Cc3ccccc3)CC2)[nH]c1=O	1	0	0.0	3	1	12	9	-4
COc1ccccc1NC(=O)N1C[C@@H]2[C@H](c3ccccc31)[C@@H](CO)N2CC1CCOCC1	14	6	0.1	3	1	4	0	12
CN(C(=O)c1cccc(NC(=O)Cc2ccc(NC(=O)C3CCN(C(=O)C4CCCCC4)CC3)cc2)c1)C1CC1	7	1	/	2	-5	5	-5	-1
O=C(NC1CC2CCC(C1)N2Cc1ccccc1)c1cccc(F)c1 (stereo not drawn)	17	0	-0.1	1	30	0	-8	14
Cc1c(NC(=O)C(C)OC(=O)Cc2ccc(F)cc2)c(=O)n(-c2ccccc2)n1C (stereo not drawn)	-17	/	0.0	-28	/	-3	24	0
Cc1cc(Cl)ccc1C(=O)C1CCCN(C(=O)c2ccc3c(c2)OCO3)C1 (stereo not drawn)	32	30	0.0	-3	-5	-1	0	-2
C[C@H]1CN([C@@H](C)CO)C(=O)Cc2cc(NS(=O)(=O)c3cn(C)cn3)ccc2O[C@H]1CN(C)Cc1ccc(Oc2ccccc2)cc1	11	0	-1.0	-4	7	2	14	2
CCn1c(-c2csc(C(C)C)c2)n[nH]c1=S	-8	4	0.0	0	7	0	/	2
COC(=O)C1=CN(Cc2ccc(C)cc2)C=C(C(=O)OC)C1c1cc(OC)c(OC)c(OC)c1	7	3	1.4	1	/	-7	6	-4

Grouped by structure: those above containing nitrogen in an aromatic ring
SMILES	C2C12 statin	Cneo AK release	Xi reactivation	S100A4 inh HTS	PGC1a acetyl inh	ERAP1 HTS inh	LGR2 inh	SIRT5 block
COc1ccc(NC(=O)CSc2nnnn2-c2cccc(OC)c2)cc1	-7	-1	0.3	-2	3	-2	-4	/
Cc1cc(C(=O)c2cnc(/N=C/N(C)C)s2)c(F)cc1Cl	/	/	0.3	-2	/	5	-3	-1
COc1ccc([Si](C)(C)[C@H]2[C@H](CCn3cc([C@H](O)c4ccccc4)nn3)O[C@@]3(C(=O)N(C)c4ccccc43)[C@@H]2C)cc1	/	57	/	3	/	-2	/	0
CCn1c(=O)cc(N2CCN(Cc3ccccc3)CC2)[nH]c1=O	1	0	0.0	3	1	12	9	-4
Cc1c(NC(=O)C(C)OC(=O)Cc2ccc(F)cc2)c(=O)n(-c2ccccc2)n1C (stereo not drawn)	-17	/	0.0	-28	/	-3	24	0
C[C@H]1CN([C@@H](C)CO)C(=O)Cc2cc(NS(=O)(=O)c3cn(C)cn3)ccc2O[C@H]1CN(C)Cc1ccc(Oc2ccccc2)cc1	11	0	-1.0	-4	7	2	14	2
CCn1c(-c2csc(C(C)C)c2)n[nH]c1=S	-8	4	0.0	0	7	0	/	2

Next section.
SMILES	C2C12 statin	Cneo AK release	Xi reactivation	S100A4 inh HTS	PGC1a acetyl inh	ERAP1 HTS inh	LGR2 inh	SIRT5 block
C[C@@H]1CN([C@H](C)CO)C(=O)c2cc(NC(=O)Nc3cccc4ccccc34)ccc2O[C@H]1CN(C)S(=O)(=O)c1cccs1	-37	2	0.1	-3	5	0	-3	3
CCNC(=O)C[C@@H]1CC[C@@H]2[C@@H](COc3ccc(NC(=O)Cc4ccccc4)cc3C(=O)N2C)O1	-9	11	0.1	-3	2	-1	-11	-3
CCOCCCN(C(=O)CCC(=O)Nc1cc(C)on1)C(C(=O)NC(C)(C)C)c1ccccc1Cl (stereo not drawn)	7	-1	0.5	-2	19	-1	-4	0
C[C@@H]1CN([C@H](C)CO)C(=O)c2cccc(NC(=O)NC3CCCCC3)c2O[C@@H]1CN(C)CC1CCCCC1	10	-2	-0.4	1	9	0	-6	-2
CCCNC(=O)N1C[C@@H](C)[C@H](OC)CN(C)C(=O)c2ccc(NS(=O)(=O)CC(F)(F)F)cc2OC[C@H]1C	34	-2	0.0	-2	3	-1	-9	0
CNC[C@@H]1Oc2c(NS(=O)(=O)c3c(C)noc3C)cccc2C(=O)N([C@@H](C)CO)C[C@@H]1C	9	-1	-0.3	-2	-8	6	17	4
CCCn1nc(C(=O)Nc2ccc(N3CCOCC3)cc2)c2ccccc2c1=O	6	0	0.0	0	2	-4	7	-4
COc1cc(-c2cc3nc(NCCc4ccncc4)ccn3n2)cc(OC)c1OC	-26	1	0.1	-3	0	3	-4	-5
N#Cc1c(C(F)(F)F)cc(-c2cccs2)nc1SCc1ccc(Cl)nc1	-60	0	/	/	8	/	1	/
Cc1cccc(C)c1-n1nnnc1C1c2ccccc2C(=O)N1CCCN1CCOCC1 (stereo not drawn)	/	/	0.1	1	/	/	10	-3
CC(OC(=O)c1ccc(NC(=O)CC#N)cc1)C(=O)Nc1nc(-c2ccccc2)cs1 (stereo not drawn)	-5	1	0.0	0	-10	1	-19	-1
Cc1ccc(-c2nc(NC(=O)CSc3ncn[nH]3)ns2)cc1	2	-3	0.0	-4	4	-1	8	2
COc1cccc(/C=C/C(=O)OCC(=O)Nc2ccc(N3CCOCC3)cc2)c1OC	/	/	0.0	1	/	-1	/	-1
COc1ccccc1-c1sc2cc3c(cc2c1-c1ccc2c(c1)OCO2)OCO3	-3	1	0.0	5	/	1	-56	-2
O=C(Nc1ccccc1OC(=O)c1ccc(Cl)cc1)c1ccc(Cl)cc1	-3	/	0.1	4	-13	6	/	/
Cc1ccc(C(=O)CN(C(=O)c2ccc(Cl)c(Cl)c2)N2C(=O)C3C4C=CC(C4)C3C2=O)cc1 (stereo not drawn)	3	0	/	-3	-1	6	5	-5
COc1ccc(-c2nn(Cc3ccccc3)cc2C(=O)N2CCN(c3ncccn3)CC2)cc1OC	-1	-1	0.0	4	-1	0	-6	0
CCCCn1c(N)c(N(CC(C)C)C(=O)c2cccc(S(=O)(=O)N3CCCCC3)c2)c(=O)[nH]c1=O	1	5	0.6	-5	1	0	3	4
C[C@H]1CN([C@@H](C)CO)C(=O)c2cc(C3=CCCC3)cnc2O[C@H]1CN(C)C(=O)C1CCOCC1	12	-2	0.7	13	-10	-1	-4	4
O=C1C(CCS(=O)c2ccccc2)C(=O)N(c2ccccc2)N1c1ccccc1 (stereo not drawn)	6	-1	0.1	-4	/	-4	10	1
NC(=O)CN1C(=O)C(=O)N(Cc2ccccc2)C1=O	/	/	0.0	3	/	1	2	1
OC(c1cccc(Cl)c1)c1nc(/C=C/c2ccc(C(F)(F)F)cc2)cs1 (stereo not drawn)	0	-2	0.1	-2	-7	10	-16	0
CC1(C)Cc2c(cnn2-c2cccc(F)c2)C(NC(=O)CCc2cnccn2)C1 (stereo not drawn)	3	-1	0.0	0	9	-2	2	-1
CCc1nc2ccc(C(=O)N(C)CCN(C)C)cn2c1N(CC)CCOC	34	0	0.2	3	6	-7	8	2
C[C@@H]1CCCCO[C@H](CN(C)C(=O)Nc2ccccc2)[C@@H](C)CN([C@@H](C)CO)C(=O)c2cc(NS(=O)(=O)c3cccs3)ccc2O1	/	-3	0.0	-11	-1	-2	0	1
COc1ccc(C(CC(=O)N2CCN(c3ccccc3)CC2)c2c(O)cc(OC)cc2OC)cc1 (stereo not drawn)	15	0	0.1	-7	-15	4	-21	-7
CC[C@@]12C(=O)N(c3cccc(C)c3)C(=O)N1[C@H](c1ccc(Br)cc1)[C@@H]1C(=O)N(C(C)(C)C)C(=O)[C@@H]12	6	1	-0.1	-14	-12	-4	7	-1
COc1cccc(CN(C)CCCn2cnc(C(=O)Nc3ccc(C)c(C)c3)n2)c1	3	2	0.0	-8	/	-3	11	-5
Cc1noc(C)c1COc1ccccc1C(=O)NCc1ccccc1Cl	7	0	-0.1	-7	/	-3	17	0
CCCC(=O)Nc1ccc(C(=O)COC(=O)C2CC2C)cc1 (stereo not drawn)	-5	-2	0.0	-1	15	0	-3	2
NC(=O)CSc1nnc(-c2ccccc2)c(-c2ccccc2)n1	5	-1	0.0	-1	4	3	1	0
CCNC(=O)C[C@@H]1C=C[C@H](NS(=O)(=O)c2ccc(F)cc2)[C@@H](CO)O1	-8	-1	-0.2	10	2	1	-5	4
COc1cccc(C(=O)CC(C(=O)O)c2ccc(F)cc2)c1 (stereo not drawn)	16	-4	0.0	2	6	-1	-16	0
COc1ccc(-n2nc([N+](=O)[O-])c(=NCCC3=CCCCC3)n2O)cc1	-2	-2	0.3	4	5	3	-44	-11
Cc1cc(C)cc(OCC(=O)Nc2cccc(-c3nnc(-c4ccco4)o3)c2)c1	-6	0	/	/	-2	/	34	/
CO[C@H]1CN(C)C(=O)c2cccc(C#N)c2OCC[C@H]2CC[C@@H](OC)[C@H](CN(C)C(=O)[C@H]1C)O2	7	-2	0.2	2	/	-5	6	-5
COc1ccc(-c2nc(S(=O)(=O)c3ccccc3)c(N3CCOCC3)o2)cc1	/	/	0.1	2	/	-2	7	0
O=C(COC(=O)c1cc([N+](=O)[O-])ccc1N1CCOCC1)NCc1ccc(Cl)cc1Cl	7	0	0.3	-4	-3	0	2	2
COc1ccccc1C(=O)NNC(=O)c1ccc(Cl)cc1	/	/	0.0	4	/	1	-10	-1
Cc1ccc(NC(=S)N/N=C/c2cccn2Cc2ccccc2F)cc1	-7	3	0.0	1	-1	-1	2	0
COc1ccc(NC(=O)CN2C(=O)NC(C)(C3CC3)C2=O)cc1S(=O)(=O)N1CCCCC1 (stereo not drawn)	6	7	0.0	-2	/	3	4	0
COC(=O)c1ccc(COc2ccc(/C=N/O)cc2OC)o1	1	1	0.0	-3	-9	-2	-21	-4
CC1CC1C(=O)Nc1cc(S(=O)(=O)N2CCOCC2)ccc1N1CCCC1 (stereo not drawn)	/	/	0.4	-5	8	-3	-1	3
C[C@H](CO)N1C[C@H](C)[C@H](CN(C)C(=O)Nc2ccc(F)cc2)Oc2ccc(NC(=O)Nc3ccc4c(c3)OCO4)cc2C1=O	0	-4	-1.3	/	-12	/	3	/
CCC(C)NS(=O)(=O)c1ccc(NS(=O)(=O)c2ccccc2[N+](=O)[O-])cc1 (stereo not drawn)	6	-1	0.5	-1	-9	-3	-12	1
COc1cc(CNC2CCCCC2)c(Br)cc1OC1CCCC1	-14	/	0.2	-16	/	0	16	-1
O=C(C[C@H]1CC[C@@H](NC(=O)Nc2ccc(C(F)(F)F)cc2)[C@@H](CO)O1)NCCN1CCCC1	-16	0	-0.2	6	0	1	4	0
CCOc1ccc(CCNC(=O)C2CCC(=O)N2C2CCCCC2)cc1OCC (stereo not drawn)	12	1	/	-3	4	-2	3	-1
CCOC(=O)C1CCCN(S(=O)(=O)Cc2ccccc2Cl)C1 (stereo not drawn)	3	-1	0.1	5	-12	2	16	-1
CC(C)c1ccc(N(C(=O)c2ccc3c(c2)OCO3)C2C=CS(=O)(=O)C2)cc1 (stereo not drawn)	16	6	0.0	13	-16	0	6	-1

Looked up by structure from the list above:
SMILES	C2C12 statin	Cneo AK release	Xi reactivation	S100A4 inh HTS	PGC1a acetyl inh	ERAP1 HTS inh	LGR2 inh	SIRT5 block
O=C(C[C@H]1CC[C@@H](NC(=O)Nc2ccc(C(F)(F)F)cc2)[C@@H](CO)O1)NCCN1CCCC1	-16	0	-0.2	6	0	1	4	0
CCOC(=O)C1CCCN(S(=O)(=O)Cc2ccccc2Cl)C1 (stereo not drawn)	3	-1	0.1	5	-12	2	16	-1

From PubChem BioAssay

The list is partial, so the mix of outcomes need not match the whole.
